Screening data (PubChem BioAssay)
Cav3 T inh = Cav3.2 calcium influx blockers – cell-based, Fluo-4 calcium fluorescence, FDSS, MLSMR library, primary screen; Voltage-dependent T-type calcium channel subunit alpha-1H (Homo sapiens), O95180; Cav3.2-expressing cells; stronger effect = lower value; B-score at 10 µM; actives 4% (n = 100,000); AID 449739, 2010;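 active = single-dose well whose peak fluorescence ratio is a statistical outlier from its plate by either plate-standardised score or position-corrected B-score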
Target sequence (O95180 whole entry, looked up): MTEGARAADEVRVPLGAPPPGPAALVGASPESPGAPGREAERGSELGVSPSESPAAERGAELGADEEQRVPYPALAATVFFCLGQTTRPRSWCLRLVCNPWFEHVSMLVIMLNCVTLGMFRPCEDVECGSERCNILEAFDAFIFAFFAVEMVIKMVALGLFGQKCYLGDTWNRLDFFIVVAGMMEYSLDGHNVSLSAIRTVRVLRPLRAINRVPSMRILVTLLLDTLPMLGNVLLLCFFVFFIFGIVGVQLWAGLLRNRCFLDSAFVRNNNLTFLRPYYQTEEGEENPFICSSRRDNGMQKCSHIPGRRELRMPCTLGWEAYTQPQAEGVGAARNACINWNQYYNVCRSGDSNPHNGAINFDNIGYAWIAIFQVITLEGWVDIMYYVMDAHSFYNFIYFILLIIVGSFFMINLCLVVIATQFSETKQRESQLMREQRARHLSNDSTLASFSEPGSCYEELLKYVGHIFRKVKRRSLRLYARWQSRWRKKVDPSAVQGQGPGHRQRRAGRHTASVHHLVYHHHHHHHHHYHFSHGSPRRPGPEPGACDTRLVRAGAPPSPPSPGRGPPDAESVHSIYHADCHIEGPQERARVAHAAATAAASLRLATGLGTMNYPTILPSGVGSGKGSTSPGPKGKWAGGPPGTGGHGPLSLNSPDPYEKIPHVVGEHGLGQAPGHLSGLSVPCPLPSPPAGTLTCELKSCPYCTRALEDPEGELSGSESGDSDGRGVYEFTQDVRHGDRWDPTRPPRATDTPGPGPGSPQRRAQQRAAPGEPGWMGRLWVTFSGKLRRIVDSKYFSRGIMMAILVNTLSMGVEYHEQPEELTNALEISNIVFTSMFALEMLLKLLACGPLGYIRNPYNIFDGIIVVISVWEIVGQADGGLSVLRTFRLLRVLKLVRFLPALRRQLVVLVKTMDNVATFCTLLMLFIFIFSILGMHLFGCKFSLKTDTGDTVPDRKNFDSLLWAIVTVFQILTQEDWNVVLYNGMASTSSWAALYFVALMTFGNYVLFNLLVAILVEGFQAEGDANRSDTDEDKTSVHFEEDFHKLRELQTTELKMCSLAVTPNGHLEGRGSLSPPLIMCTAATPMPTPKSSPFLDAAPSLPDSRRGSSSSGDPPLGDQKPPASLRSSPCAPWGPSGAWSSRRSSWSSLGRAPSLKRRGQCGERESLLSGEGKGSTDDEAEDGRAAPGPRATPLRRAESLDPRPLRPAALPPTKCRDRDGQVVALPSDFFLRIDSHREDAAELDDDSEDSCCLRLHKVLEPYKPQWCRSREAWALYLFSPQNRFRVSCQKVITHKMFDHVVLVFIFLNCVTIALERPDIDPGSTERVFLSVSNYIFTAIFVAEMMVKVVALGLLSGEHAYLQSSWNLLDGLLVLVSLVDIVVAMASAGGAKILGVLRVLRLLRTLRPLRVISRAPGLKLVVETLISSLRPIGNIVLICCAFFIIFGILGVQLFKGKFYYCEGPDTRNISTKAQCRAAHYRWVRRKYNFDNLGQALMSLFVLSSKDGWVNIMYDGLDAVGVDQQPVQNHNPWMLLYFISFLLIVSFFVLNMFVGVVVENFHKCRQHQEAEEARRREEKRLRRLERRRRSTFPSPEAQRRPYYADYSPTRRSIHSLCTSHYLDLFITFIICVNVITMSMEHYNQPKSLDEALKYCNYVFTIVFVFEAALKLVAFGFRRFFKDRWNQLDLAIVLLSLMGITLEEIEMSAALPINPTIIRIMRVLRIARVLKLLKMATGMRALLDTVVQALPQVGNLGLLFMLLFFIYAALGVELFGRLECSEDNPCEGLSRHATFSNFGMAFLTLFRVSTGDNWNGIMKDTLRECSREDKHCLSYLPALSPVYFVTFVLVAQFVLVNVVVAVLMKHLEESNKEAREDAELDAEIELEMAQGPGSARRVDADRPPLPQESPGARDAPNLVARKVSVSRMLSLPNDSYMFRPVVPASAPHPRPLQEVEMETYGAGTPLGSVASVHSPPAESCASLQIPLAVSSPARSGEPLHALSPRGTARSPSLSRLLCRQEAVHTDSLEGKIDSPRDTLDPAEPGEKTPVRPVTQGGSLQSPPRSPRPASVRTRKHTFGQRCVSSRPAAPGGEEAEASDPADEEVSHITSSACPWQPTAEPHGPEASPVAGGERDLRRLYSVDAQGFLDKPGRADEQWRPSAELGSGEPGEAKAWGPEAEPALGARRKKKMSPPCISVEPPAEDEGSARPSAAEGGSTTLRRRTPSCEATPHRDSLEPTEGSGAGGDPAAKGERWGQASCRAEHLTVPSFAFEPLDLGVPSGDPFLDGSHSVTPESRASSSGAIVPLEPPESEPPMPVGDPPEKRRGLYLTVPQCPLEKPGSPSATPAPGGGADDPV
* hit, by the source's call. These rows are one share of the data. The share of hits here may be higher or lower than overall.

SMILES | Cav3 T inh
O=C(NC1c2ccccc2-c2ccccc21)N1CCCCC1 | 0.25
O=C(Nc1ccc2c(c1)nc1n2CCCCC1)c1cc(S(=O)(=O)N2CCOCC2)ccc1Cl | 0.022
CC1(C(=O)NC2CCCC2)CCC(=O)N1Cc1ccc2c(c1)OCO2 (stereo not given) | 0.43
CC1=C(C(=O)OCc2ccc3c(c2)OCO3)C(c2ccc(Cl)cc2)NC(=O)N1 (stereo not given) | -0.61
Brc1ccccc1OCCOCCOc1cccc2cccnc12 | -4.7*
O=C(Cn1c(=O)oc2ccccc21)N1CCN(c2ccc(N3CCOCC3)nn2)CC1 | 2
Cc1ccn(C(CC(=O)c2ccc(Br)cc2)C(=O)O)n1 (stereo not given) | 0.9
Cc1cccc(OCCC(=O)OCC(=O)N2CCc3ccccc32)c1 | -0.44
CC(C)(C)n1nnnc1CN1CCN(C(c2ccccc2)c2ccccc2)CC1 | -5.4*
COc1cc(S(=O)(=O)NCc2cccnc2)ccc1F | 0.61
O=C(CCn1c(=O)oc2ccccc21)Nc1ccon1 | 0.32
COC(=O)c1ccc(N(CC(=O)NC2CCCC2)C(=O)CNC(=O)c2ccco2)cc1 | 0.79
CCC(=O)Nc1nc(C)c(-c2csc(Nc3ccc(S(=O)(=O)Nc4cc(C)on4)cc3)n2)s1 | 0.053
C=C1CCN([C@@H](C)C(=O)NCc2cc(OC)c(OC)c(OC)c2)S(=O)(=O)c2ccccc21 | 1.7
CCCS(=O)(=O)N1CCC(C(=O)NCCCOC(C)C)CC1 | 0.68
CC(Nc1nc(N2CCCC2)nc2ccccc12)c1ccccc1 (stereo not given) | -2.8
Cc1sc2ncnc(N(C)Cc3cccs3)c2c1C | -3.5
O=c1c2ccccc2nc(-c2ccco2)n1CCCn1ccnc1 | -0.061
C=CCn1c(O)c(C(CC)=Nc2ccccc2NC(=O)CC)c(=O)[nH]c1=O | 0.43
O=C(CSc1nnc(-c2ccccc2)n1C1CCCCC1)N1CCCC1 | 1.7
O=C(c1cnn2ccccc12)N(Cc1ccco1)C1CCCC1 | 0.2
N#Cc1ccc2ccn(CC(=O)NCc3ccco3)c2c1 | 0.4
O=C(Nc1ccccn1)C1COc2ccccc2O1 (stereo not given) | -0.04
O=C(Nc1cccc2ncccc12)c1ccc(-c2ccc(Cl)cc2Cl)o1 | -0.64
Cc1sc2nc(C(C)(C)C)oc(=O)c2c1C | -0.013
CC(C)n1c(N2CCN(C(=O)Nc3ccc(F)cc3F)CC2)nc2ccccc21 | 0.81
CCOC(=O)c1cnc2ccc(C(=O)OC)cc2c1NCCN1CCOCC1 | 0.25
CCOC(=O)N1CCC(Nc2c(Nc3cccc(CC)c3)c(=O)c2=O)CC1 | 0.19
Cc1cc(C)cc(NC(=O)CN(C)S(=O)(=O)c2cccc3nsnc23)c1 | -2.6
CCC(=O)NC(=S)NNC(=O)c1ccc([N+](=O)[O-])cc1 | -0.39

The last 6 entries of the section above lead into the next.
SMILES | Cav3 T inh
Cc1sc2nc(C(C)(C)C)oc(=O)c2c1C | -0.013
CC(C)n1c(N2CCN(C(=O)Nc3ccc(F)cc3F)CC2)nc2ccccc21 | 0.81
CCOC(=O)c1cnc2ccc(C(=O)OC)cc2c1NCCN1CCOCC1 | 0.25
CCOC(=O)N1CCC(Nc2c(Nc3cccc(CC)c3)c(=O)c2=O)CC1 | 0.19
Cc1cc(C)cc(NC(=O)CN(C)S(=O)(=O)c2cccc3nsnc23)c1 | -2.6
CCC(=O)NC(=S)NNC(=O)c1ccc([N+](=O)[O-])cc1 | -0.39
CCn1c(C2CC(=O)N(c3ccc(C)c(C)c3)C2)nc2ccccc21 (stereo not given) | 0.88
NC(=O)c1cc[n+](CC2=C(C(=O)O)N3C(=O)[C@@H](NC(=O)C(c4ccccc4)S(=O)(=O)[O-])[C@H]3SC2)cc1 (stereo not given in full) | -1.3
CCc1nc(NCCCN2CCOCC2)c2oc3ccccc3c2n1 | -0.0067
CC1=C(N2CCOCC2)CCC1=O | 0.82
CC(C)(C)NC(=O)c1ccnc(C(C)(C)C)c1 | 0.29
CCCCCOc1ccc(C(=O)NCC2(c3ccccc3)CCOCC2)cc1 | -2.9
CC12CN(Cc3ccccc3)CC(C)(CN(Cc3ccccc3)C1)C2=NO | -0.88
Cc1cc(C)n(CC(O)Cn2c3ccc(Cl)cc3c3cc(Cl)ccc32)c(=O)n1 (stereo not given) | -1.3
CCOc1ccc(OCc2cccc(C(=O)O)c2)cc1 | 0.85
CC1(c2nnc(-c3cccc(Cl)c3)o2)CC(c2ccc(F)cc2)=NO1 (stereo not given) | -0.47
CN(C)Cc1c(O)ccc2occ(C(O)c3ccccc3)c12 (stereo not given) | 0.84
O=c1c(-c2ccccc2)c(O)c2cccc3c2n1CCC3 | 1
COC(=O)C1=C(C)Nc2ncnn2C1c1ccc(OC(=O)c2ccccc2)cc1 (stereo not given) | -0.69
Cc1nc2ncnn2c(C)c1CCC(=O)N1CCOCC1 | -0.4
O=C(Nc1ccc2nn(-c3ccccc3)nc2c1)c1ccco1 | -0.34

3 of the entries above in order of the Cav3 T inh value, descending.
smiles,Cav3 T inh
CCn1c(C2CC(=O)N(c3ccc(C)c(C)c3)C2)nc2ccccc21 (stereo not given),0.88
CCc1nc(NCCCN2CCOCC2)c2oc3ccccc3c2n1,-0.0067
O=C(Nc1ccc2nn(-c3ccccc3)nc2c1)c1ccco1,-0.34

Later entries
SMILES | Cav3 T inh
COCc1cc(Sc2ccc(Cl)cc2)nc(-c2ccccc2)n1 | 0.47
CN(C)CCCNCCCCNC(=O)/C=N/O | -0.06
COc1ccc(N2C(=O)C3CCCN3C2c2ccc(C)o2)cc1Cl (stereo not given) | -0.13
COc1ccc(OCCc2nnc(N)s2)cc1 | 0.063
Cc1cc(C)c(C)c(S(=O)(=O)N2CCN(C(=O)c3cc(=O)[nH]c4ccccc34)CC2)c1C | -0.018
COP1(=O)C[C@@H](O)[C@@H](O)[C@@H](COCc2ccccc2)O1 (stereo not given in full) | 0.63
O=C(N[C@@H](c1ccccc1)[C@@H]1C[C@H]1C(=O)O)OCc1ccccc1 | 0.67
CCC(=O)Nc1nc2c(s1)COc1ccccc1-2 | -0.26
CN1/C(=C\P(=O)(N(C)C)N(C)C)C(C)(C)c2ccccc21 | 0.17
O=C(O)c1ccccc1SCc1ccc2c(c1)OCO2 | 0.91
CCNc1nc(N)c(C(=O)c2ccc(Cl)s2)s1 | 0.046
CCOc1cccc(-c2cc(-c3n[nH]c(=S)n3CC)c3ccccc3n2)c1 | -3.9
Cc1cc(C)c2c(c1)NC(=O)C2(O)CC(=O)c1cccs1 (stereo not given) | 0.18
COc1ccc(C(=O)NCc2nnc(SCC(=O)N3CCC(C)CC3)o2)cc1OC | 0.94
CCOC(=O)N1CCN(C(=O)/C(=C/c2ccccc2OC)NC(=O)c2ccccc2)CC1 | -0.045
C=CCOc1ccc(/C=C/C(C)=N\O)cc1 | 2
Cc1ccc(NC2=CC(=O)C(=O)c3ccccc32)cc1 | 1.3
O=C(CSCc1c(Cl)cccc1Cl)NCc1cccnc1 | -1.1
CCOC(=O)C1C(=O)N(C(=O)c2cncc(Br)c2)CC1c1ccccc1 (stereo not given) | 0.046
Cc1cc(C(=O)Nc2ccccc2C#N)n(-c2ccccc2)n1 | 0.9
Nc1nnc(CSCc2ccccc2)s1 | -1.1
CC(C)CN(C(=O)CSc1nnc2c(Cl)cc(C(F)(F)F)cn12)C1CCS(=O)(=O)C1 (stereo not given) | 0.94
O=C(/C=C/c1ccccc1)CC(O)(c1ccccc1)C(F)(F)C(F)F (stereo not given) | -1.4
Cc1cccc(OCCc2nnc(N)s2)c1C | 0.29
Cc1ccc(-n2nc3cc(Cl)c(NC(=O)c4ccco4)cc3n2)cc1 | 0.27
CCOC(=O)Cc1c(C)c2c(C)nn(-c3ccccc3)c2oc1=O | -0.39
O=C(C(Cc1ccccc1)N1C(=O)C2C3CCC(C3)C2C1=O)N1CCCCC1 (stereo not given) | 0.12
Cc1cc([N+](=O)[O-])ccc1-c1ccc(C2Nc3ccccc3C(=O)N2O)o1 (stereo not given) | -2.7
O=c1cc(CSc2nnc(Nc3ccccc3)s2)nc2sccn12 | 0.02
CSc1ccc(S(=O)(=O)Nc2ccc3c4c(cccc24)CC3)cc1 | -1.4
O=C1C=C(Nc2ccc(O)cc2)CC(c2ccco2)C1 (stereo not given) | 0.16
N#Cc1c(-c2ccc(F)cc2)nc2n(c1=O)CCS2 | 0.33
COc1ccc(N2C(=O)C(Cl)=C(N(CCO)Cc3ccccc3)C2=O)cc1 | -1.6
Cc1ccc(C)c(S(=O)(=O)Nc2ccc3sc(C)nc3c2)c1 | -4.9
O=C(COc1ccc(S(=O)(=O)NC2CCCCC2)cc1)NCC1CCCO1 (stereo not given) | 0.035
CCOc1ccc(C(C)(C)C)cc1S(=O)(=O)N1CC(C)OC(C)C1 (stereo not given) | -2.5
Oc1ccc2ccccc2c1/C=N/Nc1nnc(-c2ncc[nH]2)c2ccccc12 | -2.1
CC(C)OCCCNC(=O)c1ccc(NS(C)(=O)=O)cc1 | 0.58
CCCc1[nH]c(=O)c(C#N)c2c1COC(C)(C)C2 | 0.061
COc1cc(SC)ccc1C(=O)Nc1ccc(S(=O)(=O)N2CCCC2)cc1 | 0.16
O=C(O)C1C2C=CC(O2)C1C(=O)Nc1ccc2c(c1)OCCO2 (stereo not given) | 0.081
COC(=O)c1ccc(C2=NOC(C)(c3sc(-c4ccccc4)nc3C)C2)cc1 (stereo not given) | -1.6
O=C(CN1CCN(c2ccccc2)CC1)Nc1c(C(=O)C2CC2)oc2ccccc12 | -0.46
Cc1ccc(C)c(S(=O)(=O)N2CC(=O)Nc3ccccc32)c1 | -0.9
CCCn1c2ccccc2c2nnc(SC(CC)C(=O)Nc3cc(C)on3)nc21 (stereo not given) | 2.1
CCOc1nc(-c2ccc(OC)cc2)ccc1-c1noc(C)n1 | -0.16
Cc1c(Nc2ncnc3c2cnn3-c2ccccc2)c(=O)n(-c2ccccc2)n1C | 0.17
CC1(C)Oc2cc(N)c([N+](=O)[O-])cc2O1 | -0.16
Nc1nc2ccc(C(=O)NC3CCCCC3)cc2s1 | 0.62
O=C(C1CCCN(S(=O)(=O)c2cnc[nH]2)C1)N1CCN(Cc2ccccc2)CC1 (stereo not given) | -3.1
COc1cccc(C(=O)N(Cc2ccccc2)Cc2cc3cc4c(cc3[nH]c2=O)OCCO4)c1 | -0.67
CCOC(=O)N1CCN(C(=O)c2cccn3c(=O)c4sccc4nc23)CC1 | 0.19
CC1Cc2ccccc2N1C(=O)CSc1nc2ccccc2o1 (stereo not given) | -4.2*
Cn1c2c(c(=O)n(C)c1=O)C1c3cc(Cl)ccc3OCC1CO2 (stereo not given) | -0.14
COc1ccc(-n2c(-c3ccccc3)nnc2-c2ccc(Cl)cc2)cc1 | -1.7
Cn1c(-c2ccc(Cl)cc2)cnc1N | -1.1
O=C(CSc1nnc2c(Cl)cc(Cl)cn12)N1CCN(S(=O)(=O)c2ccccc2)CC1 | 0.96
CC(=O)[C@@H]1[C@@H](C)N(Cc2ccccc2)C(=O)N[C@H]1c1ccccc1 | 0.07
CCSc1nnc(NC(=O)COc2ccc3ccccc3c2)s1 | -0.48
COc1ccc2ccccc2c1CN1CCN(C)CC1 | 0.081
The list goes on.
SMILES | Cav3 T inh
Cc1ccc(S(=O)(=O)N2CCC(C(=O)OC(C)C(=O)NCc3ccc4c(c3)OCO4)CC2)cc1 (stereo not given) | -1.1
COC(=O)c1ccc(C(=O)OC)c(NC(=O)CSc2ccccn2)c1 | -1.4
Cc1ccccc1CCN(C(=O)Cn1nnc2ccccc21)C(C(=O)NC(C)(C)C)c1ccsc1 (stereo not given) | 0.66
COc1ccc(N2C(=O)C3CCCN3C2c2ccccc2OC)cc1 (stereo not given) | -0.68
Cc1cc(NCCCn2ccnc2)n2c(nc3ccccc32)c1C#N | 1.9
COc1cccc(C2C3=C(N=C4SCC(=O)N42)c2ccccc2CC3)c1OC (stereo not given) | -0.0025
CC(=O)NC1(c2nnnn2CCOC(=O)Nc2ccc(Cl)cc2)CCCCC1 | 0.31
CC1CN(C2CCN(S(=O)(=O)c3ccc4ccccc4c3)CC2)CC(C)O1 (stereo not given) | 0.37
Cc1onc(-c2c(F)cccc2Cl)c1C(=O)N1C=CC(C(F)(F)Cl)=NCC1 | 0.033
C[C@]12CC[C@@H]3c4cc(O)c(O)cc4CC[C@H]3[C@@H]1CC[C@@H]2O | 1.2
CCNC(=O)CC1C(=O)N(c2ccc(F)cc2)C(=O)N1CCC(C)C (stereo not given) | -0.015
CN(C)CCCNC(=O)C1CCNCC1 | 0.69
Cc1ccc(-n2[nH]c(C)c(/C=N/n3c(C)nc4ccccc4c3=O)c2=O)cc1 | 0.9
Cc1cc(Oc2ccc(C#N)cc2)nc(N2CCOCC2)n1 | -0.056
Cc1ccc(NCc2nnc(SCc3ccc(C#N)cc3)n2Cc2ccco2)c(C)c1 | -6.5*
Cc1cc(C)nc(N(C#N)Cc2ccccc2)n1 | 0.46
CSCCC(NC(=O)c1occc1C)C(=O)O (stereo not given) | -0.012
CC(=O)c1sc(NC(=O)C2(F)C(F)(F)C(F)(F)C(F)(F)C(F)(F)C2(F)F)nc1C | -4*
Cc1cc(NS(=O)(=O)c2ccc(Nc3nc(-c4sc(NC(=O)c5ccccc5)nc4C)cs3)cc2)no1 | 0.29
O=C(Cn1cnc2sc(-c3ccccc3)cc2c1=O)N1CCOCC1 | 0.18
CCOC(=O)CSc1n[nH]c(NC(=O)c2ccc(F)cc2)n1 | 0.053
Cc1ccc(C(=O)N/N=C\c2ccc[nH]2)cc1[N+](=O)[O-] | 0.67
CCc1ccccc1N(C(=O)Cn1nnc2ccccc21)C(C(=O)NCCOC)c1ccco1 (stereo not given) | 0.5

An excerpt of these results, as labelled records:
CCc1ccccc1N(C(=O)Cn1nnc2ccccc21)C(C(=O)NCCOC)c1ccco1 (stereo not given)
  Cav3 T inh: 0.5

CSCCC(NC(=O)c1occc1C)C(=O)O (stereo not given)
  Cav3 T inh: -0.012

Cc1ccc(C(=O)N/N=C\c2ccc[nH]2)cc1[N+](=O)[O-]
  Cav3 T inh: 0.67

CC(=O)c1sc(NC(=O)C2(F)C(F)(F)C(F)(F)C(F)(F)C(F)(F)C2(F)F)nc1C
  Cav3 T inh: -4*
